Screening results deposited in PubChem by Sanford-Burnham Center for Chemical Genomics.
CCR6 antagonist – CCR6 (human) receptor antagonism | P51684 | CHO-K1 CCR6 PathHunter beta-arrestin, luminescence, CCL20-stimulated | inhibition, % at 20 µM | 0.49% of 340,000 active;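 active = compounds whose inhibition of the agonist-driven luminescence signal at 20 µM reaches about 50%, limit read from the data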;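 also: cells stimulated with CCL20 at 14 nM final; plate controls were DMSO with CCL20 for no effect and DMSO without agonist for full effect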
Target sequence (P51684 whole entry, looked up): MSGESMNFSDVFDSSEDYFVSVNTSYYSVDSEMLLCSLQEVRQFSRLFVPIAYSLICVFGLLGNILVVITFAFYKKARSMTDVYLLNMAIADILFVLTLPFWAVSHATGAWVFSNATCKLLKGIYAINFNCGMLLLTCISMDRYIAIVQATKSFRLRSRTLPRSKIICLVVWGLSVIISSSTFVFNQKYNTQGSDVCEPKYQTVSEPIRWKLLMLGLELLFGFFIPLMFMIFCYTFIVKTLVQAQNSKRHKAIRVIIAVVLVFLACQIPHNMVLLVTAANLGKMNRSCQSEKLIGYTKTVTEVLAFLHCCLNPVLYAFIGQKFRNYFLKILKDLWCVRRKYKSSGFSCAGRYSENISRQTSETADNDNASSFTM
Gli-Sufu antag – Gli-Sufu pathway antagonism; AID 588413; Sufu-KO-LIGHT fibroblasts, Gli luciferase reporter luminescence; 0.74% of 340,000 active; inhibition, % at 5 µM;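 active = inhibition above about 55%, limit read from the data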;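 also: 0% = DMSO-treated cells and 100% = wells with medium but no cells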
APJ antagonist – antagonists of human APJ apelin receptor; P35414; CHO-K1 APJ beta-arrestin complementation, luminescence; inhibition, % at 20 µM; 0.32% of 330,000 active;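 active = inhibition above about 40% at 20 µM, limit read from the data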;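 also: cells challenged with 10 nM apelin-13 agonist together with compound; plate controls were apelin-13 plus DMSO wells for no effect and DMSO wells lacking apelin-13 for full effect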
CXCR6 inh – CXCR6 (human) receptor inhibition; inhibition, % at 20 µM; CHO-K1 PathHunter CXCR6 beta-arrestin, luminescence; O00574; AID 602244; 0.36% of 360,000 active; in the data active = inhibition above about 34%, passing the limit was not always enough;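 also: antagonist mode with CXCL16 agonist at 10 nM final; 0% = 10 nM CXCL16 with DMSO and 100% = unstimulated wells without agonist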
Target sequence (O00574 whole entry, looked up): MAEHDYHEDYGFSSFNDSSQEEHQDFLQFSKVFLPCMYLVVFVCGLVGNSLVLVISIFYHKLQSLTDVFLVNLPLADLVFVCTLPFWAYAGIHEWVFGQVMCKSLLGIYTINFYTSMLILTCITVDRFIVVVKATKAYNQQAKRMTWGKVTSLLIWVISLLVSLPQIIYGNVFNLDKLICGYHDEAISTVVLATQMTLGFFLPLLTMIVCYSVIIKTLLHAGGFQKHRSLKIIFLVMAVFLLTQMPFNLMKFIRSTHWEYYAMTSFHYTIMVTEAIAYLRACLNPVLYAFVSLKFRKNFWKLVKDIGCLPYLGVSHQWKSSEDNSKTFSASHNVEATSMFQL
EBI2 block – antagonists of human EBI2 receptor | P32249 | EBI2 beta-arrestin recruitment, luminescence, 7a,25-OHC stimulated | inhibition, % at 5 µM | 0.81% of 360,000 active | AID 651636; in the data active = inhibition above about 38%;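 also: enzyme fragment complementation signal reports receptor beta-arrestin coupling in cells; 0% = agonist plus DMSO wells and 100% = wells without agonist; some results beyond the cut were filed as inactive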
APJ agonist – activates the human apelin receptor APJ; P35414; CHO-K1 APJ PathHunter beta-arrestin, luminescence; 0% DMSO wells, 100% apelin; AID 2520; 0.11% of 330,000 active; activation, % at 20 µM;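 active = activation more than six SD over the plate average, tested at 20 µM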;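 also: 0% = DMSO alone and 100% = apelin-13 at 10 nM; some results filed as inactive read as strong as hits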
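Test system: CHO-K1 APJ beta-arrestin complementation cell line. Amount: cell density 1000 per well. Controls: DMSO negative, 10 nM Apelin-13 positive. Signal: luminescent beta-gal fragment complementation, chemiluminescent substrate. Read-out basis: agonist-driven arrestin binding to APJ. Timing: compound stimulation 90 min at 25 °C, detection 60 min.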
UBC13 polyUb – blocks human UBC13 polyubiquitin chain formation. inhibition, % at 20 µM. AID 485273. 0.47% of 330,000 active. TR-FRET; in the data active = inhibition above about 45%, passing the limit was not always enough
Target sequence (P61088 whole entry, looked up): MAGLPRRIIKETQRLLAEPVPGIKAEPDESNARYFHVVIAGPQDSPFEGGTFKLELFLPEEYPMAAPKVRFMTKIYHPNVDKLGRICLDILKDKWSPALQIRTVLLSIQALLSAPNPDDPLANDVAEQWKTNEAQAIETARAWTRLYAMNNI
ATG4B inh – inhibitors of human ATG4B cysteine protease; Q9Y4P1; ATG4B cleavage of LC3-PLA2, NBD-HPC fluorescence, 1 h; inhibition, % at 8.33 µM; 0.51% of 340,000 active; AID 504462; in the data active = inhibition above about 40%
Numbers without * were called inactive; / = not tested or not shown.

SMILES	CCR6 antagonist	Gli-Sufu antag	APJ antagonist	CXCR6 inh	EBI2 block	APJ agonist	UBC13 polyUb	ATG4B inh
CCCCn1c(N2CCCC2)nc2c1c(=O)[nH]c(=O)n2C	-6	3	9	0	-17	-3	8	-1
CCC(=O)NC(c1cccs1)c1cc(Cl)c2ccccc2c1O (stereo not drawn)	-14	2	-10	-10	-22	2	49*	-7
CN(CC(=O)Nc1ccc(F)c(F)c1F)C(=O)Cc1ccc(S(=O)(=O)N2CCOCC2)s1	1	5	/	-12	14	/	/	1
COc1ccccc1CNC(=O)CCNS(=O)(=O)c1ccc2c(c1)CC(C)N2C(C)=O (stereo not drawn)	7	-8	-3	3	-11	-2	1	-1
O=S(=O)(/C=C/c1ccccc1)N1CCN(Cc2ccc3c(c2)OCO3)CC1	18	11	12	-4	-5	-2	-7	-6
O=C(O)c1cnn(-c2nc(-c3ccc(Br)cc3)cs2)c1C(F)(F)F	-10	-21	4	-14	17	-1	2	3
O=C(O)CC(c1ccc(OC2CCCC2)cc1)N1C(=O)c2ccccc2C1=O (stereo not drawn)	7	3	11	4	-1	-6	-2	2
COc1cc(CNc2ccccc2SC)cc(OC)c1OC	27	9	7	-2	13	2	0	8
O=C(COC(=O)CC1c2ccccc2CCN1S(=O)(=O)c1ccccc1)Nc1ccccc1 (stereo not drawn)	8	-8	-13	0	19	0	12	-1
CCOC(=O)C[C@H]1c2ccccc2S(=O)(=O)N1c1ccccc1	5	3	20	4	2	7	-2	-4
CN1CCN(c2ccc(NC(=O)c3ccccc3Br)cc2)CC1	12	-20	20	-8	0	-3	2	-5
O=S(=O)(c1ccc(N2CCCC2)nc1)N1CCCC1	-2	6	6	-7	-1	-6	2	-1
COc1ccc(OC)c2[nH]c(=O)c(CCNC(=O)C3CCCCC3)cc12	10	-2	10	6	4	-2	2	3
COC(=O)NNC(=O)c1ccccc1C	-7	4	-8	-6	-19	-2	6	-9
O=C(C[n+]1ccccc1)Nc1cc(C(F)(F)F)ccc1Cl	13	3	2	2	-7	-1	1	-11
C/C=C/c1ccccc1OCc1ccc(C(=O)O)o1	1	-8	3	0	-11	-5	-7	-7
CC(=O)c1ccccc1NC(=O)COC(=O)/C(=C/c1ccccc1)n1nnnc1C	8	10	-6	3	-36	7	-7	1
O=c1cc(-c2cccc(Cl)c2)oc2cccc(O)c12	0	-5	8	0	7	1	-26	1
Cc1ccn2c(=O)nc(SCC(=O)Nc3ccc4c(c3)OCO4)nc2c1	6	-12	0	-7	-4	1	-10	4
O=C(COc1ccc(Cl)cc1)Nc1ccc2c(c1)nc1n2CCOC1	-3	-3	23	-7	-15	-1	-9	-11
CC(=O)[C@@H]1[C@@H](C)N(Cc2ccccc2)C(=O)N[C@H]1c1cccc(C(F)(F)F)c1	2	11	2	0	2	6	4	-11
Cc1cc(C)c2cc(C#N)c(N3CCCN(S(=O)(=O)c4ccccc4)CC3)nc2c1	2	-3	20	/	/	-3	33	-27
CC(OC(=O)/C=C/c1ccco1)C(=O)Nc1cccc([N+](=O)[O-])c1 (stereo not drawn)	20	-4	8	-9	8	-3	-6	-4
Cc1sc(NC(=O)CN2CCOCC2)nc1-c1ccc2c(c1)CCN2S(=O)(=O)c1ccccc1	10	45	-12	-6	20	0	6	-20
COc1[nH]c2ccc(F)cc2c1C(=O)OCC1CCN(CCNS(C)(=O)=O)CC1	-1	4	19	5	2	1	24	-5
SMILES	CCR6 antagonist	Gli-Sufu antag	APJ antagonist	CXCR6 inh	EBI2 block	APJ agonist	UBC13 polyUb	ATG4B inh
Cc1ccc(C)c(NC(=O)CN2C(=O)COc3ccc(S(=O)(=O)N4CCCC4)cc32)c1	6	-20	9	-20	13	2	8	-3
Cn1c(N)c(N=O)c(=O)n(C)c1=S	-4	-14	/	13	5	/	/	-3
O=C(O)CCc1nc(-c2cccs2)no1	-6	-8	24	-9	-8	-3	1	2
COc1ccccc1N(CC(=O)NC1CCCC1)C(=O)c1oc(C(C)(C)C)cc1C	13	37	-5	4	25	-4	7	1
Cc1cccc(C(=O)/C=C2/c3ccccc3CC(C)(C)N2C)c1	16	11	1	1	6	-5	13	3
Nc1ccccc1Nc1ccncc1[N+](=O)[O-]	-19	-19	8	-15	-5	-5	1	1
CCN1CCN(CCCNC(=O)CNC(=O)c2nn(-c3ccc(OC)cc3)c(=O)c3ccccc23)CC1	-4	-23	16	-2	4	-1	6	-2
CCOc1ccc(NC(=O)Nc2ccccc2C(N)=O)cc1	7	15	23	10	-2	0	6	-3
CCCCn1c(SCC(=O)N2CCCCC2C)nc2cc(S(N)(=O)=O)ccc21 (stereo not drawn)	-9	0	13	-7	6	0	-1	-9
CCN(CC(=O)Nc1ccc(NC(C)=O)cc1)C(=O)Cc1ccc(S(=O)(=O)N2CCOCC2)s1	10	-8	-11	4	-2	-4	3	0
S=C(Nc1ccccc1Cl)N(Cc1ccccc1)Cc1ccccn1	13	8	-18	8	4	-1	-10	0
CCOc1ccc(S(=O)(=O)N(CC(N)=O)c2ccc(C)cc2)cc1	1	-1	18	-14	0	1	-8	-10
O=S(=O)(Nc1ccc(Cc2ccncc2)cc1)c1ccc(Cl)c(Cl)c1	13	7	-8	-4	2	-2	-2	6
COc1ccc(-n2cnc3ccccc32)cc1	-4	-35	16	1	-2	-5	1	-9
COc1cccc(NC(=O)c2ccccc2F)c1	4	-32	8	-8	-3	2	-2	3
COCCCNC(=O)CC1C[C@H](C(=O)N2CCCCC2)[C@@]2(CCc3ccccc3)c3[nH]c4ccc(OC)cc4c3CCN2C1=O (stereo partly drawn)	17	-25	/	-1	-1	/	/	/
O=C(COc1ccccc1[N+](=O)[O-])Nc1cccc(S(=O)(=O)NC2=NCCCCC2)c1	10	-7	-34	-10	5	-2	-5	1
CC(=O)OCc1c(C(F)(F)F)nn(C)c1Sc1ccccc1	12	5	13	8	5	-1	-9	-8
COc1cccc(-c2sc3ccc(OC)cc3c2-c2ccc(O)cc2)c1	5	16	8	-1	-9	-1	12	12
Cc1ccc(OCCn2cnc3c2c(=O)n(C)c(=O)n3C)cc1	12	4	5	1	-6	1	7	0
CCC(=O)Nc1cccc(NC(=O)CSc2nc3c(c(=O)n(C)c(=O)n3C)n2C)c1	10	-8	0	5	-13	1	-10	2
O/N=C1\CC2(Cc3nonc31)OCCO2	-2	-7	-11	-5	1	0	-6	12
C[C@H](NC(=O)C1CCN(S(=O)(=O)c2ccccc2)CC1)C(=O)NCc1ccc(Cl)c(Cl)c1	16	9	8	0	6	0	-1	-16
Cc1cccc(/C=N/NC(=O)C2CCCNC2=O)c1 (stereo not drawn)	-13	2	-23	18	-7	-4	-3	5
COc1cc(-c2cc(C(=O)N(C)Cc3ccccc3)c3ccccc3n2)cc(OC)c1OC	-2	20	3	4	-15	3	8	-7
SMILES	CCR6 antagonist	Gli-Sufu antag	APJ antagonist	CXCR6 inh	EBI2 block	APJ agonist	UBC13 polyUb	ATG4B inh
COC(=O)COc1cccc(NC(=O)c2cccc(C)c2)c1	13	3	3	0	-7	-2	3	-7
CCCOc1ccc(C(=O)NNC(=S)NC(=O)c2cc(-c3ccc(Cl)cc3)nc3ccccc23)cc1	43	6	30	45*	14	-8	-29	1
COc1cc(/C=C/C(=O)N2CCN(c3ccccn3)CC2)cc(OC)c1OC	5	4	-19	-7	16	1	-9	-3
O=C(c1ccc(NS(=O)(=O)c2ccc(F)cc2)cc1)N1CCN(c2ccccc2O)CC1	-10	10	-10	-10	10	-4	-1	5
COc1cc(CNC2CCCCC2OC)cc(OC)c1OC (stereo not drawn)	20	3	3	2	-10	-1	6	2
CCOC(=O)/C=c1\s/c(=C(\C#N)C(=O)NC)n(-c2ccccc2)c1=O	-3	2	-16	-11	3	0	-14	-5
CCn1c(COc2ccccc2)nnc1SCC(=O)NCc1ccco1	7	10	0	5	-3	-1	-4	-8
COc1cc(NS(=O)(=O)c2ccc(NC(=S)NC(=O)c3ccc(F)cc3)cc2)nc(OC)n1	30	-4	19	10	7	-4	-7	5
C=CCNCCCCOc1cccc(Br)c1	5	12	8	1	-3	-3	-4	6
O=C(Nc1cccs1)OCCN1CCN(Cc2ccccc2)CCC1=O	10	4	-7	7	-16	-4	-2	-15
CC1CC(C)CN(S(=O)(=O)N2CCCC(C(=O)NCCCN3CCOCC3)C2)C1 (stereo not drawn)	-4	-1	-58	6	-9	5	-3	-6
COC/C=C/C1=CC(=O)C[C@H](c2ccc3c(c2)OCO3)C1	10	-17	16	4	0	1	-13	-1
O=C(Nc1ccc(NC(=O)c2cccc([N+](=O)[O-])c2)cc1)c1cccc([N+](=O)[O-])c1	20	30	-6	7	0	3	2	-3

Full records, looked up by structure. Order of values: CCR6 antagonist	Gli-Sufu antag	APJ antagonist	CXCR6 inh	EBI2 block	APJ agonist	UBC13 polyUb	ATG4B inh
`S=C(Nc1ccccc1Cl)N(Cc1ccccc1)Cc1ccccn1` is listed as 13	8	-18	8	4	-1	-10	0
`Cn1c(N)c(N=O)c(=O)n(C)c1=S` is listed as -4	-14	/	13	5	/	/	-3
`CCn1c(COc2ccccc2)nnc1SCC(=O)NCc1ccco1` is listed as 7	10	0	5	-3	-1	-4	-8
`Cc1ccn2c(=O)nc(SCC(=O)Nc3ccc4c(c3)OCO4)nc2c1` is listed as 6	-12	0	-7	-4	1	-10	4

Taken from above.
In UBC13 polyUb, `O=C(Nc1cccs1)OCCN1CCN(Cc2ccccc2)CCC1=O` is entered as -2
In CXCR6 inh, `CC1CC(C)CN(S(=O)(=O)N2CCCC(C(=O)NCCCN3CCOCC3)C2)C1` (stereo not drawn) is entered as 6
In Gli-Sufu antag, `COc1cc(CNC2CCCCC2OC)cc(OC)c1OC` (stereo not drawn) is entered as 3
In APJ agonist, `COc1cc(NS(=O)(=O)c2ccc(NC(=S)NC(=O)c3ccc(F)cc3)cc2)nc(OC)n1` is entered as -4
In Gli-Sufu antag, `CCn1c(COc2ccccc2)nnc1SCC(=O)NCc1ccco1` is entered as 10
In CXCR6 inh, `O=C(c1ccc(NS(=O)(=O)c2ccc(F)cc2)cc1)N1CCN(c2ccccc2O)CC1` is entered as -10
In EBI2 block, `C=CCNCCCCOc1cccc(Br)c1` is entered as -3

Part of the list above in order of count of non-hydrogen atoms, rising:
SMILES	CCR6 antagonist	Gli-Sufu antag	APJ antagonist	CXCR6 inh	EBI2 block	APJ agonist	UBC13 polyUb	ATG4B inh
CC1CC(C)CN(S(=O)(=O)N2CCCC(C(=O)NCCCN3CCOCC3)C2)C1 (stereo not drawn)	-4	-1	-58	6	-9	5	-3	-6
O=C(c1ccc(NS(=O)(=O)c2ccc(F)cc2)cc1)N1CCN(c2ccccc2O)CC1	-10	10	-10	-10	10	-4	-1	5
COc1cc(NS(=O)(=O)c2ccc(NC(=S)NC(=O)c3ccc(F)cc3)cc2)nc(OC)n1	30	-4	19	10	7	-4	-7	5
